Screening results deposited in PubChem by National Center for Advancing Translational Sciences (NCATS).
USP1-UAF1 inh = Inhibitors of USP1/UAF1: Primary Screen. Potency, µM (top dose mostly 57.1 µM), without a hit: top-dose activity change, negative = inhibition, actives largely listed as inhibitors. AID 743255, 2014. Ubiquitin carboxyl-terminal hydrolase 1 (Homo sapiens), O94782. recombinant USP1/UAF1, Ub-Rhodamine cleavage fluorescence. 0.23% of 390,000 active; also: potency is read from the fitted curve at half-maximal effect; % is scaled to controls: 0 for no effect and ±100 for the full control effect; nearly all actives have a fitted effect of over 60% in size; inactives centre near -12
Target sequence (O94782 whole entry, looked up): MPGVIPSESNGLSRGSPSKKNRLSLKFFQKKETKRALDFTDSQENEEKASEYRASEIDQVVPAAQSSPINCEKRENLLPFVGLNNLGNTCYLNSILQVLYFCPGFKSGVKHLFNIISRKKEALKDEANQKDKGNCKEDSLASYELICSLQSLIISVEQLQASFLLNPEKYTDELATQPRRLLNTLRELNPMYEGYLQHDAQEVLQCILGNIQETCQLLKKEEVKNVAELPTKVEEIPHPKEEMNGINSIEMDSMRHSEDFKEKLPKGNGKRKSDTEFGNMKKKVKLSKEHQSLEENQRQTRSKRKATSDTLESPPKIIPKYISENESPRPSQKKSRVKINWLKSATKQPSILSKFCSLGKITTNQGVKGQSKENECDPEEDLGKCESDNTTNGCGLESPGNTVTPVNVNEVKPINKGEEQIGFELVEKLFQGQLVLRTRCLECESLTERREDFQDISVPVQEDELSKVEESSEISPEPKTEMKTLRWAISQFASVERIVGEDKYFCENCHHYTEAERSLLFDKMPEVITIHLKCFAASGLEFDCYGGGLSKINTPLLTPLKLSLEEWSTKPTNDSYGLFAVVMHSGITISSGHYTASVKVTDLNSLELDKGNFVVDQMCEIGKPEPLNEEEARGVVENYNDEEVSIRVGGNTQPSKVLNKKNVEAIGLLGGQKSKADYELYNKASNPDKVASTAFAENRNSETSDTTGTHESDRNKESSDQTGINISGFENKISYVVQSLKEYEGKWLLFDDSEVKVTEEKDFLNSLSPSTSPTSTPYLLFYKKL
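High-throughput fluorogenic screen: 1nM USP1/UAF1 complex, Ub-Rho substrate 150nM final, 50mM HEPES pH 7.8 with 0.5mM EDTA, 0.1 mg/ml BSA, 1mM TCEP and 0.01% Tween-20.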
Vif-A3F inh = qHTS for Inhibitors of Vif-A3F Interactions: qHTS. HeLa A3F-eYFP + Vif (tagged APOBEC3F with the HIV-1 protein that degrades it), YFP fluorescence increase. Potency, µM (doses to about 46.1 µM), for the others: at the highest dose activity, negative = active. 0.2% of 390,000 active; also: potency is read from the fitted curve at half-maximal effect; % of control where 0% means no effect; nearly all actives have a fitted effect of over 65% in size
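HeLa cells stably expressing A3F-eYFP plus Vif, plated and incubated overnight at 37 deg C, then exposed to compounds overnight at 37 deg C. Blocked degradation read as raised yellow fluorescence (Ex 488/Em 500-530).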
GRP78 ERSR act = qHTS for Inducers of the Endoplasmic Reticulum Stress Response (ERSR) in Human Glioma: qHTS. U87-MG GRP78 promoter luciferase reporter, 16 h. Potency, µM, inactives show top-dose activation, usual class: activators. 0.02% of 420,000 active; also: potency is read from the fitted curve at half-maximal effect; series mostly up to about 76 µM; % of control where 0% means no effect; nearly all actives have a fitted effect of over 35% in size
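ERSR induction read as luciferase luminescence (Bright-Glo, 10 min at room temperature) in stably transfected human U87-MG glioma cells exposed to compounds for 16 h, using GRP78 as sensor.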
LDHA inh = qHTS assay for inhibitors of human lactate dehydrogenase. L-lactate dehydrogenase A chain (Homo sapiens), P00338. purified LDHA, NADH/diaphorase-resazurin fluorescence; stronger effect = lower value. activity change, % (values are at about 110 or 230 µM). 0.15% of 480,000 active. AID 1347041, 2019; in the data active = activity change below about -30%; inconclusive = mostly about -25% to -30%;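 also: plate controls were DMSO wells for no effect and wells without enzyme for full effect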
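Enzyme activity of human lactate dehydrogenase 5 (2 nM; 0.06 mM NADH, 0.2 mM pyruvate, 5 min, RT) is measured via a resazurin/diaphorase fluorescence readout of residual NADH.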
TrxR1 substrate = qHTS Assay for Substrates of Mammalian Selenoprotein Thioredoxin Reductase 1 (TrxR1): qHTS | 0.01% of 390,000 active | purified TrxR1 substrate turnover, NADPH consumption readout | Potency, µM (series often up to 114 µM), without a hit: at the top dose activity change, negative = substrate turnover; also: potency is read from the fitted curve at half-maximal effect; % is scaled to controls: 0 for no effect and ±100 for the full control effect; nearly all actives have a fitted effect of over 50% in size
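Rat TrxR1, dispensed at 90 nM, was prereduced with 400 uM NADPH (final) for 5 min at ~22 deg C, then incubated with compound 15 min before 400 uM selenite. A first-read NADPH fluorescence drop versus no-compound background flagged substrates.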
PI4K2A inh = qHTS for small molecular inhibitors of PI4K2A | Phosphatidylinositol 4-kinase type 2-alpha (Homo sapiens), Q9BTU6 | purified PI4K2A, ADP-Glo luminescence, 1 h; stronger effect = lower value | activity change, negative = inhibition, % at 76.9 µM | 0.13% of 420,000 active | AID 1346378, 2018; in the data active = activity change below about -50%; inconclusive = mostly about -30% to -49%;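 also: -100% = wells without enzyme as full effect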
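In this quantitative HTS, ADP production by PI4K2A was quantified luminescently after 1 h at ambient temperature; 100 microM adenosine served as plate-quality control.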
Vif-APOBEC3G blk = qHTS for Inhibitors of Vif-A3G Interactions: qHTS; DNA dC->dU-editing enzyme APOBEC-3G (Homo sapiens), Q9HC16; HeLa A3G-eYFP + Vif (tagged APOBEC3G with the HIV-1 protein that degrades it), YFP fluorescence, overnight; Potency, µM (highest dose often 46.1 µM), without a hit: at the highest dose activity, negative = active, usual class: inhibitors; 0.076% of 410,000 active;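 also: potency is read from the fitted curve at half-maximal effect; % is scaled to controls: 0 for no effect and ±100 for the full control effect; nearly all actives have a fitted effect of over 60% in size; hits raise eYFP signal because A3G escapes Vif-driven loss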
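Read-out is eYFP fluorescence (Ex 488/Em 500-530) from Vif-expressing HeLa A3G-eYFP cells; more signal means A3G escaped Vif-mediated degradation. Cells plated overnight, compound pinned in, incubated overnight at 37 deg C.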
IDH1 R132H inh = qHTS for Inhibitors of mutant isocitrate dehydrogenase 1 (IDH1): qHTS; Isocitrate dehydrogenase [NADP] cytoplasmic (Homo sapiens), O75874; IDH1-R132H enzyme, NADPH consumption, diaphorase/resazurin fluorescence; Potency, µM (series often up to 76.6 µM), inactives show at the top dose activity change, negative = inhibition, actives largely listed as inhibitors; 0.093% of 390,000 active; AID 602179, 2012; also: potency is read from the fitted curve at half-maximal effect; % is scaled to controls: 0 for no effect and ±100 for the full control effect; nearly all actives have a fitted effect of over 65% in size
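IDH1-R132H (0.5 ug/mL) preincubated 30 min with compound, then NADPH (0.016 mM) and alpha-KG (2 mM) added; 80 min at RT, pH 7.5. Remaining NADPH coupled via diaphorase/resazurin to fluorescence (540/590 nm); concentration-response curves normalized to no-enzyme control.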
RXFP1 agonist = qHTS Assay for Agonists of the Relaxin Receptor RXFP1. HEK293T-RXFP1 cAMP TR-FRET, 30 min; response scale: percent of porcine relaxin response, buffer zero. Potency, µM (top dose mostly 57.5 µM), for the others: top-dose activation, hits mostly activators. Relaxin receptor 1 (Homo sapiens), Q9HBX9. 0.3% of 370,000 active; also: potency is read from the fitted curve at half-maximal effect; % is scaled to controls: 0 for no effect and ±100 for the full control effect; nearly all actives have a fitted effect of over 60% in size; many of its hits are not listed in these tables
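Agonist response is measured as cAMP accumulation in an RXFP1-transfected HEK293T line under PDE4 inhibition. Values are scaled between buffer-only and 29 nM porcine relaxin, and EC50s come from standard Hill equation fits.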
An asterisk follows results filed as active; [ ] = another dose, or the depositor's remark. Unless noted, calls follow the shape of the dose curve; as a rule, active = well fitted curve in the direction sought with a large enough effect; inconclusive = small, poorly fitted or top-dose-only effect, or another doubt; inactive = no such curve, though single readings can be large; an effect the other way counts as inactive or inconclusive. This is a subset. The share of hits here may be higher or lower than overall.

CCc1ccc2[nH]c(=O)c(CN(CCN3CCCC3)C(=O)NC3CCCCC3)cc2c1 was read as USP1-UAF1 inh -18%, Vif-A3F inh 1%, GRP78 ERSR act 1%, LDHA inh -3, TrxR1 substrate 2%, PI4K2A inh -8, Vif-APOBEC3G blk 0%, IDH1 R132H inh 3% and RXFP1 agonist 0.0%.
`O=C(NN1C(=O)C2C3C=CC(C3)[C@H]2C1=O)c1cccnc1` (stereo partly drawn) gave USP1-UAF1 inh -18%, Vif-A3F inh -4%, GRP78 ERSR act -3%, LDHA inh 0, TrxR1 substrate 2%, PI4K2A inh 3, Vif-APOBEC3G blk -2%, IDH1 R132H inh 11% and RXFP1 agonist -0.6%.
Cc1ccc(-c2nnn(CC(=O)Nc3nnc(C(C)C)s3)n2)cc1 was read as USP1-UAF1 inh -10%, Vif-A3F inh 7%, GRP78 ERSR act 0%, LDHA inh -5, TrxR1 substrate 10%, PI4K2A inh 4, Vif-APOBEC3G blk -2%, IDH1 R132H inh -8% and RXFP1 agonist -3.2%.
For COc1cccc(C(O)c2ncc(-c3cccc(C(F)(F)F)c3)[nH]2)c1 (stereo not drawn) the results were GRP78 ERSR act -8%, LDHA inh -9, PI4K2A inh -4 and Vif-APOBEC3G blk 3%.
Screening C=C(C)C(=O)N1CC2(CC(c3cccc(NC(=O)CC(c4ccccc4)c4ccccc4)c3)=NO2)C[C@H]1C(N)=O (stereo partly drawn) returned USP1-UAF1 inh -15%, Vif-A3F inh -1%, GRP78 ERSR act -2%, LDHA inh 3, TrxR1 substrate -7%, PI4K2A inh -5, Vif-APOBEC3G blk -10%, IDH1 R132H inh -23% and RXFP1 agonist -1.5%.
Screening CCOc1ccc(CN2CCN(C/C=C/c3ccc(OC)cc3)CC2CCO)cc1 (stereo not drawn) returned USP1-UAF1 inh -3%, Vif-A3F inh 13%, GRP78 ERSR act -4%, LDHA inh -2, TrxR1 substrate 6%[57.1 µM], PI4K2A inh -4, Vif-APOBEC3G blk -2%, IDH1 R132H inh 3% and RXFP1 agonist -0.1%.
Screening c1ccc(-c2cc(-c3ccccc3)c3c(n2)-c2ccccc2OC3)cc1 returned USP1-UAF1 inh -21%, Vif-A3F inh 0%, GRP78 ERSR act 1%, LDHA inh -8, TrxR1 substrate 21%, PI4K2A inh -2, Vif-APOBEC3G blk 0%, IDH1 R132H inh -10% and RXFP1 agonist 0.4%.
`CCCCC(=O)Nc1ccc(C(=O)NCCN2CCOCC2)cc1` gave USP1-UAF1 inh -10%, Vif-A3F inh -22%, GRP78 ERSR act -4%, LDHA inh -1, TrxR1 substrate 5%, PI4K2A inh -2, Vif-APOBEC3G blk 12%, IDH1 R132H inh 9% and RXFP1 agonist -0.3%.
COc1cc(OC)cc(C(=O)N(Cc2ccco2)Cc2cccs2)c1 was read as GRP78 ERSR act 1%, LDHA inh -1, TrxR1 substrate 2% and Vif-APOBEC3G blk 1%.
For CSc1ccccc1NC(=O)Cc1ccccc1 the results were USP1-UAF1 inh -21%, Vif-A3F inh 17%, GRP78 ERSR act -1%, LDHA inh -1, TrxR1 substrate 2%, PI4K2A inh -3, Vif-APOBEC3G blk -3%, IDH1 R132H inh 0% and RXFP1 agonist 0.1%.
O=C(Nc1ccccc1OC(F)F)c1cccc(S(=O)(=O)N2CCCC2)c1 was read as USP1-UAF1 inh -20%, Vif-A3F inh 7%, GRP78 ERSR act -5%, LDHA inh -2, TrxR1 substrate 3%[57.1 µM], PI4K2A inh -2, Vif-APOBEC3G blk 0%, IDH1 R132H inh 4% and RXFP1 agonist -0.4%.
Screening Cc1ccc(-c2csc(NC(=O)C3=NN(C4CCS(=O)(=O)C4)C(=O)CC3)n2)cc1 (stereo not drawn) returned USP1-UAF1 inh -11%, Vif-A3F inh 3%, GRP78 ERSR act -2%, LDHA inh -2, TrxR1 substrate -6%, PI4K2A inh -2, Vif-APOBEC3G blk -1%, IDH1 R132H inh 7% and RXFP1 agonist -1.1%.
For COc1ccc(-c2cc(C(F)(F)F)n3ncc(C(=O)O)c3n2)cc1OC the results were USP1-UAF1 inh 1%, Vif-A3F inh -1%, GRP78 ERSR act -1%, LDHA inh -1, TrxR1 substrate -2%, PI4K2A inh 0, Vif-APOBEC3G blk -1%, IDH1 R132H inh -1% and RXFP1 agonist 1.9%.
Screening Cc1cc(C)nc(CCNC(=O)CC2C(=O)NCCN2Cc2ccccc2)n1 (stereo not drawn) returned USP1-UAF1 inh -12%, Vif-A3F inh -3%, GRP78 ERSR act 0%, LDHA inh 0, TrxR1 substrate 9%, PI4K2A inh 2, Vif-APOBEC3G blk -1%, IDH1 R132H inh 9% and RXFP1 agonist 2.1%.
`Cc1ccc(CNC(=O)CSc2nnc3n2CCCCC3)cc1` gave USP1-UAF1 inh -8%, Vif-A3F inh -6%, GRP78 ERSR act -2%, LDHA inh -14, TrxR1 substrate 1%, PI4K2A inh 1, Vif-APOBEC3G blk 0%, IDH1 R132H inh -20% and RXFP1 agonist -0.3%.

Brought forward from above: two entries, then new ones.
Screening Cc1cc(C)nc(CCNC(=O)CC2C(=O)NCCN2Cc2ccccc2)n1 (stereo not drawn) returned USP1-UAF1 inh -12%, Vif-A3F inh -3%, GRP78 ERSR act 0%, LDHA inh 0, TrxR1 substrate 9%, PI4K2A inh 2, Vif-APOBEC3G blk -1%, IDH1 R132H inh 9% and RXFP1 agonist 2.1%.
`Cc1ccc(CNC(=O)CSc2nnc3n2CCCCC3)cc1` gave USP1-UAF1 inh -8%, Vif-A3F inh -6%, GRP78 ERSR act -2%, LDHA inh -14, TrxR1 substrate 1%, PI4K2A inh 1, Vif-APOBEC3G blk 0%, IDH1 R132H inh -20% and RXFP1 agonist -0.3%.
CCc1cc(C(=O)N2CCN(c3ncccn3)CC2)sc1C was read as USP1-UAF1 inh -17%, Vif-A3F inh 1%, GRP78 ERSR act -1%, LDHA inh 3, TrxR1 substrate 10%[57.1 µM], PI4K2A inh -1, Vif-APOBEC3G blk 0%, IDH1 R132H inh 2% and RXFP1 agonist 0.2%.
CCOc1ccc(-c2cc(-c3nc(-c4cc(OC)c(OC)c(OC)c4)no3)[nH]n2)cc1 was read as USP1-UAF1 inh 12%, Vif-A3F inh 2%, GRP78 ERSR act -4%, LDHA inh -7, TrxR1 substrate 1%[57.1 µM], PI4K2A inh 3, Vif-APOBEC3G blk 4%, IDH1 R132H inh inconclusive and RXFP1 agonist -0.2%.
COc1ccc(N2CCN(C(=O)COC(=O)/C=C/c3ccc(OC(F)F)cc3)CC2)cc1 was read as USP1-UAF1 inh -3%, Vif-A3F inh 6%, GRP78 ERSR act -4%, LDHA inh -3, TrxR1 substrate -2%, PI4K2A inh 0, Vif-APOBEC3G blk -1%, IDH1 R132H inh 2% and RXFP1 agonist -0.3%.
Screening O=C(Nc1ccn(Cc2c(F)c(F)c(F)c(F)c2F)n1)c1cccc(Cn2cc([N+](=O)[O-])cn2)c1 returned USP1-UAF1 inh -10%, Vif-A3F inh -9%, GRP78 ERSR act -5%, LDHA inh -10, TrxR1 substrate -13%, PI4K2A inh 2, Vif-APOBEC3G blk inconclusive, IDH1 R132H inh -1% and RXFP1 agonist 0.7%.
For COc1ccc(Cl)cc1NC(=O)CSc1nncn1-c1cccnc1 the results were USP1-UAF1 inh -16%, Vif-A3F inh 2%, GRP78 ERSR act -5%, LDHA inh -12, TrxR1 substrate 1%, PI4K2A inh 4, Vif-APOBEC3G blk 2%, IDH1 R132H inh -5% and RXFP1 agonist -0.4%.
Cc1sc(NC(=O)C2CCCCC2C(=O)O)c(C(N)=O)c1-c1ccc(C(C)(C)C)cc1 (stereo not drawn) was read as USP1-UAF1 inh inconclusive, Vif-A3F inh 1%, GRP78 ERSR act 0%, LDHA inh 0, TrxR1 substrate 1%[57.1 µM], PI4K2A inh 0, Vif-APOBEC3G blk 0%, IDH1 R132H inh 5% and RXFP1 agonist 2.0%.
Screening O=S(=O)(c1ccc(F)cc1)N1CCN(CC(O)COc2ccccc2F)CC1 (stereo not drawn) returned USP1-UAF1 inh -20%, Vif-A3F inh 5%, GRP78 ERSR act -4%, LDHA inh -14, TrxR1 substrate -22%[57.1 µM], PI4K2A inh 6, Vif-APOBEC3G blk 0%, IDH1 R132H inh 7% and RXFP1 agonist -1.8%.
